HIF act – HIF pathway transcriptional activators, primary screen, cell-based, U2OS HRE-luciferase, luminescence | U2OS HRE-luciferase reporter; normalized: DMSO 0%, desferrioxamine 100% | activation, % at 7.5 µM (by protocol) | 0.32% of 300,000 active | AID 1910, 2009;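 active = mean activation of at least 10% of the iron chelator positive control signal, with at least half of replicates also reaching 10%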
RGS4 act – RGS4 potentiators or activators, primary screen, cell-based, HEK293 M3R inducible RGS4, calcium flux; carbachol calcium flux Fluo4; active compounds read low; B-score at 10 µM; 0.92% of 310,000 active; AID 463111, 2010;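 active = B-score of the integrated calcium signal more than 4 SD below the library mean, with starting fluorescence not abnormally high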;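 note: negative B-score means reduced calcium response which marks RGS4 activation or potentiation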
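Material: Inducible-RGS4 HEK293 cells carrying M3 receptor; also added: carbachol at ECmax as muscarinic agonist stimulus; incubation: compound preincubation 20 min at room temperature before agonist; signal: Fluo4-AM (2 µM) calcium-flux fluorescence, kinetic read; measure: integrated calcium ratio converted to B score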
MrgX1 ag – agonists of human MrgX1 receptor, primary screen, HEK293 cells, Fluo-4 calcium flux; Mas-related G-protein coupled receptor member X1 (Homo sapiens), Q96LB2; Fluo-4 calcium fluorescence, agonist mode; active compounds read high; B-score at 10 µM; 0.44% of 310,000 active; AID 588627, 2011;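 active = calcium response B-score plate-corrected fluorescence ratio at least 3 library SD, with starting fluorescence B-score inside 5 SD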
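Test system: HEK293 cells stably expressing human MrgX1 receptor; amount: 15,000 cells per well; doses: compound delivered in addition one of three; times: overnight plating before 1 h dye loading; detection: Fluo-4 NW calcium-flux fluorescence, kinetic read; read-out basis: B-scored fluorescence response ratio; controls: positive and negative controls per plate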
TRPC6 inhibitor – mouse TRPC6 channel inhibitors, primary screen, cell-based, HEK293, membrane potential dye; B-score at 10 µM; 1.1% of 310,000 active; ACh-evoked depolarization; active compounds read low;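 active = B-score under library mean minus 3 SD, initial fluorescence not abnormally high, positive integrated signal ratio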;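 note: B-score derived from integrated fluorescence ratio over the kinetic read; more negative B-score means stronger inhibition of depolarization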
Target sequence (Q61143 whole entry, looked up): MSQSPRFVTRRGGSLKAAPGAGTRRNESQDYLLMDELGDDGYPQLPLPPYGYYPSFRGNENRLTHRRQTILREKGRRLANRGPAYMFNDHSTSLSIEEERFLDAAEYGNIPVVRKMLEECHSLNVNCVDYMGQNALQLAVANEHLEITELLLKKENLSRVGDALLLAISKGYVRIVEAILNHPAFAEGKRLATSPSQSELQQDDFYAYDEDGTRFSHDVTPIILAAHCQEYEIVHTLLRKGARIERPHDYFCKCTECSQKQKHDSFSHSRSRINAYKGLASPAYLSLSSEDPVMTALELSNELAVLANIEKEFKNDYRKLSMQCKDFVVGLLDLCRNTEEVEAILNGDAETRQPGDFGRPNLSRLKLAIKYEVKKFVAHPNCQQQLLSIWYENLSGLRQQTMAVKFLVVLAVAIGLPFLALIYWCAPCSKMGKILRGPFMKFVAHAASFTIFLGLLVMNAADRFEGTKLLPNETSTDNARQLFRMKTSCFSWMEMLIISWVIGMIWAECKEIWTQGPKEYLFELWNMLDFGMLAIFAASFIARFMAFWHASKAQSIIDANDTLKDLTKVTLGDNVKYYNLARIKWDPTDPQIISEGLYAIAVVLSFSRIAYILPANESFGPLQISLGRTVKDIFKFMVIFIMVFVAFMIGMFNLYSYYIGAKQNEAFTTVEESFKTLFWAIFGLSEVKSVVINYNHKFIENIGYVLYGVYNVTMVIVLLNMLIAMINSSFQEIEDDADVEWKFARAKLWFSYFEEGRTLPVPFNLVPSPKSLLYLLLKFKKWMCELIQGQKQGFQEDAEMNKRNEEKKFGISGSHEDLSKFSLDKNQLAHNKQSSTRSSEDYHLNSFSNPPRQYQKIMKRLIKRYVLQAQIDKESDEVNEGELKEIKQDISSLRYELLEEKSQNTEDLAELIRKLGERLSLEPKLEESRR
RGS4 inh – RGS4 inhibitors, primary screen, cell-based, HEK293 M3R inducible RGS4, calcium flux | Fluo-4 calcium flux; active compounds read high; triggered by carbachol at its EC20 | AID 463165, 2010 | 0.45% of 310,000 active | B-score at 10 µM | Regulator of G-protein signaling 4 (Homo sapiens), P49798;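 active = B-score, a plate-corrected calcium signal, over three deviations above library mean, with baseline fluorescence within five deviations of library mean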;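 note: RGS4 expression induced by doxycycline in cells with stable M3 receptor; B-score is computed from the integrated fluorescence ratio over baseline after carbachol; higher B-score means a larger calcium signal and so more RGS4 inhibition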
Target sequence (P49798 whole entry, looked up): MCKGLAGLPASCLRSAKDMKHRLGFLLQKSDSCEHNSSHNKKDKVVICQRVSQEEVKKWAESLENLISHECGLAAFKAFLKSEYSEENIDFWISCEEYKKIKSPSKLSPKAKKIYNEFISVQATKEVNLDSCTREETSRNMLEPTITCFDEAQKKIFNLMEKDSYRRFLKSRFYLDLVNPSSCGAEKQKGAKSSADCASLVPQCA
SKKanGAS inh – S. pyogenes SKKanGAS growth inhibitors in kanamycin, primary screen, streptokinase expression inhibitor project, SKKanGAS strain, BacTiter-Glo luminescence; 1.3% of 300,000 active; AID 1662, 2009; inhibition, % at 7.5 µM; 6 h;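 active = mean replicate score, as percent of positive control median, at least 50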;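 note: strain carries kanamycin resistance gene driven by streptokinase promoter and grows in 40 µg/ml kanamycin; loss of luminescence reflects streptokinase promoter inhibition or plain growth inhibition; 0% = median of DMSO wells and 100% = positive control at its reference dose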
TRPC4 inh – inhibitors of mouse TRPC4 channel, primary screen, Fluo4 calcium, HEK293 TRPC4beta/mu-opioid cells | 0.39% of 300,000 active | DAMGO-evoked Fluo4 calcium flux; active compounds read low | Short transient receptor potential channel 4 (Mus musculus), Q9QUQ5 | AID 2247, 2010 | B-score at 10 µM;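 active = B-score over 3 SD under the library average, no early fluorescence shift, positive overall ratio signal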
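Material: HEK293 cells with stable TRPC4beta plus mu-opioid receptor expression / Probe or stimulus: DAMGO in two steps, submaximal then maximal / Compound: single concentration per test compound / Technique: kinetic Fluo4 fluorescence imaging of calcium influx / Read-out: per-well B score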
Platelet DG rel – inhibitors of platelet dense granule secretion, primary screen, cell-based, MLPCN, human platelets. human platelet-rich plasma, SFLLRN dense granule ATP release, luminescence. inhibition, %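 (compounds screened at 7.5 µM in platelet-rich plasma)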. 0.22% of 300,000 active;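 active = mean replicate score, as percent of positive control, at or above 50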
MrgX1 antagonist – antagonists of human MrgX1 receptor, primary screen, HEK293 cells, Fluo-4 calcium flux | Mas-related G-protein coupled receptor member X1 (Homo sapiens), Q96LB2 | BAM8-22 antagonism; active compounds read low | B-score at 10 µM | 1.3% of 310,000 active;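 active = calcium-response B-score plate-corrected more than 3 library SD below zero, starting fluorescence within 5 deviations, no agonist response on first addition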;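 note: peak minus trough fluorescence over baseline after final BAM8-22 challenge near maximal dose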
TRPC6 activator – mouse TRPC6 channel activators, primary screen, cell-based, HEK293, membrane potential dye. 0.13% of 310,000 active. B-score at 10 µM. HEK293-TRPC6 membrane potential dye fluorescence; active compounds read high. AID 2550, 2010. Short transient receptor potential channel 6 (Mus musculus), Q61143;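 active = B-score of the integrated fluorescence ratio above library mean plus 3 SD, and starting fluorescence ratio within library mean plus 5 SD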;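 note: higher score means more depolarization so channel activation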
MrgX1 allo act – positive allosteric modulators of MrgX1, primary screen, HEK293 cells, Fluo-4 calcium flux; Mas-related G-protein coupled receptor member X1 (Homo sapiens), Q96LB2; FDSS; active compounds read high; B-score at 10 µM; 0.63% of 310,000 active;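 active = plate-corrected calcium response at least 3 library SD above typical, normal starting fluorescence, not activating the receptor alone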;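 note: compound read alongside a low EC10 to EC30 dose of BAM8-22 agonist; peak minus trough fluorescence over baseline measured at the second addition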
Active calls of the source: *; i = inactive; . = not tested or not shown.

SMILES	HIF act	RGS4 act	MrgX1 ag	TRPC6 inhibitor	RGS4 inh	SKKanGAS inh	TRPC4 inh	Platelet DG rel	MrgX1 antagonist	TRPC6 activator	MrgX1 allo act
COC(=O)c1ccc(C(=O)N=c2sccn2C)cc1	1.5	i	i	i	i	-2.2	i	20.9	i	i	i
O=C(NCc1ccco1)c1nn2cccnc2c1Cl	0.5	i	i	i	i	-3.8	i	3.1	i	i	i
COc1ccc(-c2nnn(CC(=O)N(CCCN3CCOCC3)C(C(=O)NC3CCCC3)c3ccco3)n2)cc1 (centres undefined)	0.4	i	i	i	i	6.9	i	-9.3	i	i	i
CCOc1ccc(C(=O)NCCc2cnc[nH]2)cc1OCC	-10.1	i	i	i	i	0.3	i	-3.5	i	i	i
O=C(c1ccccc1F)N1CCCC(C(=O)N2CCc3ccccc3C2)C1 (centres undefined)	0.6	i	i	i	i	-6.2	i	-2.3	i	i	i
CCN(CC(=O)NC(C)(C)C)C(=O)CN1c2cccc3cccc(c23)S1(=O)=O	-0.7	i	i	i	i	2.8	i	.	i	i	i
O=C(Cc1ccccc1)NCCSCc1ccc(Cl)cc1	-0.6	i	i	i	i	-3.8	i	-1.9	i	i	i
O=C(COC(=O)CCNS(=O)(=O)c1cccc(C(F)(F)F)c1)NC(=O)NC1CCCCC1	0.4	i	i	i	i	2.5	i	-6.5	i	i	i
CCOC(=O)c1cnn(-c2ccccc2)c1-n1cccc1C(=O)C(=O)Nc1ccc(F)cc1	0.0	i	i	i	i	3.0	i	-10.8	i	i	i
CCOC(=O)Nc1ccc2c(CN(C)Cc3ccc(F)cc3)cc(=O)oc2c1	-0.5	i	i	i	i	9.4	i	-22.1	i	i	i
O=C(NCCN1CCOCC1)c1cccn2c(=O)c3c4c(sc3nc12)CCCC4	-0.8	i	i	i	i	5.4	i	1.1	i	i	i
CC1=NN(c2ccccc2)C(=O)/C1=C/c1cccs1	0.2	i	i	i	i	4.9	i	-3.8	i	i	i
O=C(Nc1nccs1)c1ccc(Cl)cc1[N+](=O)[O-]	-0.1	i	i	i	i	8.5	i	7.3	i	i	i
CCCCN1CC[C@H]2C=CC[C@@H](C(=O)Nc3nccs3)[C@H]2C1=O	1.4	i	i	i	i	-9.5	i	4.2	i	i	i
O=C(O)c1ccc(CN(Cc2ccccc2)S(=O)(=O)c2ccc(Cl)cc2)cc1	-0.1	i	i	i	i	-4.7	i	-10.2	i	i	i
CCOc1ccc(OCC)c(NC(=O)CCCN2C(=O)c3cccnc3C2=O)c1	-0.8	i	i	i	i	5.2	i	8.9	i	i	i
Cc1nc(SCC(=O)NCC2CCCO2)c2oc3ccccc3c2n1 (centres undefined)	0.1	i	i	i	i	5.4	i	4.5	i	i	i
Cn1c(C(=O)NN)cc2cc(OCc3ccccc3)ccc21	0.4	i	i	i	i	7.2	i	-9.4	i	i	i
CC(Sc1nnnn1C)C(=O)NC(=O)NC1CCCCC1 (centres undefined)	-0.5	i	i	i	i	-4.7	i	-10.6	i	i	i
O=[N+]([O-])c1cccc(-n2cccc2/C=N/Nc2nc(N3CCCCC3)nc(N3CCCCC3)n2)c1	0.7	i	i	i	i	8.2	i	-2.9	i	i	i
COc1ccc(C2(c3ccc(OC)cc3)NC(=O)N(CC(=O)Nc3cc(C)ccc3OC)C2=O)cc1	1.1	i	i	i	i	11.2	i	-3.3	i	i	i
CC(Sc1nc(N2CCOCC2)c2c(c1C#N)CC(C)(C)OC2)C(=O)O (centres undefined)	0.1	i	i	i	i	4.9	i	-2.8	i	i	i
CC(C)(C)NC(=O)c1cc2c(ccc3ccccc32)oc1=O	-18.1	i	i	i	i	-0.4	i	-3.4	i	i	i
CCOc1ccc(N(C)Cc2cc(=O)oc3ccc(OCC)cc23)cc1	-1.4	i	i	i	i	8.8	i	-4.1	i	i	i
COc1ccc(C(C(=O)NC2CCCCC2)N(CC2CCCO2)C(=O)CNC(=O)c2ccco2)cc1 (centres undefined)	-0.6	i	i	i	i	0.1	i	2.2	i	i	i

Continued:
SMILES	HIF act	RGS4 act	MrgX1 ag	TRPC6 inhibitor	RGS4 inh	SKKanGAS inh	TRPC4 inh	Platelet DG rel	MrgX1 antagonist	TRPC6 activator	MrgX1 allo act
CC(=O)Oc1ccc(C(=O)Nc2cccc(C(=O)Nc3ccccc3C(=O)O)c2)cc1	-1.0	i	i	i	i	8.5	i	4.5	i	i	i
COc1ccc(CCN2CC(C(=O)NCCc3ccc(C)cc3)CC2=O)cc1OC (centres undefined)	0.1	i	i	i	i	-0.6	i	1.9	i	i	i
N/C(=N\OC(=O)N1CCOCC1)c1ccc(Cl)cc1	-0.2	i	i	i	i	-7.0	i	-1.7	i	i	i
CCC(=O)c1ccc(OC(=O)c2cnccn2)cc1	0.0	i	i	i	i	4.5	i	-2.7	i	i	i
COc1ccc(NC(=O)c2cc(-c3ccccc3Cl)on2)cc1	-24.8	i	i	i	i	-1.6	i	-5.9	i	i	i
CCC1CCCCN1CCCNC(=O)c1ccc2c(c1)N(Cc1c(F)cccc1Cl)C(=O)CS2 (centres undefined)	-0.2	-8.16*	i	-6.46*	i	-2.0	i	16.7	i	i	i
CC(=O)NNc1nc2ccccc2s1	0.8	i	i	i	i	-9.9	i	-8.3	i	i	i
CC(=O)NC(CC(=O)Nc1ccc2c(c1)OCCO2)c1ccccc1 (centres undefined)	1.0	i	i	i	i	-5.7	i	-2.3	i	i	i
CN1C2=CC=CC=CC2=[N+](C)C12C=CC(=[N+]([O-])[O-])C=C2[N+](=O)[O-] (centres undefined)	-1.4	i	i	i	i	10.9	i	6.0	i	i	i
O=C(CN1CCN(Cc2ccccc2)CC1)Nc1ccc(Br)cc1	0.5	i	i	i	i	-5.4	i	2.5	i	i	i
CCCCNc1cc(=O)oc2ccccc12	-0.1	i	i	i	i	1.4	i	2.5	i	i	i
CC(C)C(=O)NNC(=O)CSc1nc(C2CCCCC2)nc2ccccc12	0.1	i	i	i	i	-0.9	i	-5.0	i	i	i
CCC(=Nc1ccccc1)C1=C(O)CCCC1=O	-0.4	i	i	i	i	-3.3	i	0.2	i	i	i
CCOc1ccc(-c2cc(CCCC(=O)NCCc3ccccc3)no2)cc1	-3.4	i	i	i	i	-3.5	i	-1.2	i	i	i
CN1CCN(c2nc3c(c(=O)n(C)c(=O)n3C)n2CCSc2nnnn2-c2ccccc2)CC1	0.8	i	i	-7.29*	i	-2.4	i	5.3	i	i	i
O=C(c1ccc(Cl)c(Cl)c1)N1CCC(O)(CN2CCOCC2)CC1	-0.6	i	i	i	i	-12.5	i	-2.7	i	i	i
CN(C)/C=C/C(=O)c1ccc(Oc2ncccn2)cc1	2.0	i	i	i	i	-3.6	i	-0.1	i	i	i
Cc1ccc2nc(NC(=O)C3CCCN(S(=O)(=O)c4cccnc4)C3)sc2c1 (centres undefined)	0.3	i	i	i	i	10.3	i	1.7	i	i	i
CCCCOCCCNC(=O)C1c2ccccc2Oc2ccccc21	0.2	i	i	i	i	3.9	i	-1.6	i	i	i
Cc1ccc(-c2cc(C(=O)OCC(=O)N(C)c3c(N)n(Cc4ccccc4)c(=O)[nH]c3=O)c3ccccc3n2)o1	1.2	i	i	i	i	19.5	i	1.0	i	i	i
COc1ccccc1-n1c(N)c(C(=O)NCC2CCCO2)c2nc3ccccc3nc21 (centres undefined)	-31.0	i	i	i	i	0.4	i	6.4	i	i	i
O=C(/C=C/c1cccs1)Nc1nc(-c2ccccc2)cs1	1.7	i	i	i	i	19.2	i	3.3	i	i	i
Cc1ccc(S(=O)(=O)N2CCCCC2C(=O)N2CCN(C)CC2)cc1 (centres undefined)	0.0	i	i	i	i	-1.5	i	1.6	i	i	i
CCOc1cc(CNn2nnnc2N)ccc1OCC(=O)NC(C)(C)C	-0.2	i	i	i	i	-0.6	i	5.9	i	i	i
COc1cc(/C=C2\C(=N)N3N=C(S(C)(=O)=O)SC3=NC2=O)ccc1OCCOc1ccccc1C	0.0	i	i	i	i	31.4	i	-1.1	i	i	i

The list goes on:
SMILES	HIF act	RGS4 act	MrgX1 ag	TRPC6 inhibitor	RGS4 inh	SKKanGAS inh	TRPC4 inh	Platelet DG rel	MrgX1 antagonist	TRPC6 activator	MrgX1 allo act
CC(C)(C)CC(=O)N1CCC(c2nc3c(nnn3Cc3c(F)cccc3Cl)c(=O)[nH]2)CC1	-1.0	i	i	i	i	73.8*	i	-3.2	i	i	i
O=C(CSc1ccc(-c2ccco2)nn1)Nc1ccccc1	0.2	i	i	i	i	-4.4	i	-1.0	i	i	i
COc1ccc2nc(NC(=O)c3sc4nc(C)cc(C)c4c3N)sc2c1	0.9	i	i	i	i	14.1	i	-0.8	i	i	i
Cc1cc(C(=O)OCC(=O)NCCc2ccccc2)c(C)o1	0.1	i	i	i	i	-0.1	i	-0.2	i	i	i
COc1ccc(CCNC(=O)c2c(C)nc3ccccn23)cc1	0.2	i	i	i	i	5.1	i	-7.6	i	i	i
COc1ccc(C(=O)Sc2ccc(Cl)cc2)cc1OC	-0.1	i	i	i	i	-5.7	i	3.6	i	i	i
O=c1[nH]c(C2CCCN(S(=O)(=O)Cc3ccccc3)C2)nc2c1nnn2Cc1cccc(Cl)c1 (centres undefined)	-1.0	i	i	i	i	22.4	i	-1.9	i	i	i
Cc1ccc(C(CNS(=O)(=O)c2cc(F)ccc2F)N2CCN(C)CC2)cc1 (centres undefined)	0.3	i	.	i	i	-1.7	i	-2.0	.	i	.
Cc1csc(CN(C)C(=O)CC2C(=O)NCCN2Cc2ccc(-c3ccccc3)cc2)n1 (centres undefined)	-0.1	i	i	i	i	1.4	i	3.2	i	i	i
O=C(O)c1cc(N2CCOCC2)nc2ccccc12	-5.5	i	i	i	i	5.2	i	4.3	i	i	i

Compound activity as filed in PubChem.
